Screens as filed in PubChem.
TDP1 cell CPT = DT40-hTDP1 cell growth loss with CPT | chicken DT40 Tdp1-/-;hTDP1 cells + 20 nM CPT, ATP luminescence, 48 h | Potency, µM (doses to about 46.2 µM), without a hit: at the highest dose activity change, negative = growth inhibition, most hits filed as inhibitors | 12% of 420,000 active | AID 686979; note: nearly all actives have a fitted effect of over 55% in size
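Chicken DT40 Tdp1-/- cells stably complemented with human TDP1 were seeded at 400 cells/well in medium containing 20 nM camptothecin, exposed to pin-transferred compounds, and grown at 37 °C for at least 48 hr. Viability was read as ATP luminescence.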
FEN1 inhibitor = human FEN1 inhibition; P39748; Recombinant FEN1 flap cleavage, fluorescence, 15 min; Potency, µM (doses to about 114 µM), for the others: top-dose activity change, negative = inhibition, usual class: inhibitors; 0.35% of 390,000 active; note: nearly all actives have a fitted effect of over 65% in size
Target sequence (P39748 whole entry, looked up): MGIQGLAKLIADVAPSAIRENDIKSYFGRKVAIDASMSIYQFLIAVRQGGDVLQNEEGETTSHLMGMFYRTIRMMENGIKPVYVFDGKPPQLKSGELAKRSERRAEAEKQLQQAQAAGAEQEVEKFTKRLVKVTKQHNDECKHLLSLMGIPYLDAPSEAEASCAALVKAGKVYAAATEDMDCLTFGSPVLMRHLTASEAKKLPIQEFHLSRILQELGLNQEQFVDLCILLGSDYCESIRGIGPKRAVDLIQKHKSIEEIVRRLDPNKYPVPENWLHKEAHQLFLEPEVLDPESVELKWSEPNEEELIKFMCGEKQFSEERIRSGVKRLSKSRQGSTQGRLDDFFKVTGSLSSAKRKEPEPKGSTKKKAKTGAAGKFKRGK
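Steps: FEN1 (10 nM) dispensed; compound added by pin tool; 15 min at room temperature; substrate added to 50 nM final; reads at 0 min and 15 min; data normalized and fitted (four-parameter Hill).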
N370S GC = inhibits or activates N370S mutant glucocerebrosidase; P04062; N370S GC spleen homogenate, 4MU-glucoside fluorescence; Potency, µM (top dose mostly 59.4 µM), inactives show at the top dose activity change, negative = inhibition, actives largely listed as inhibitors; 0.092% of 330,000 active; AID 2101;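 note: 0% = full enzyme activity and -100% = no enzyme basal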
* marks the source's active call; other numbers are inactive results; ? = inconclusive; . = not tested or not shown; & = joins results of further samples. Calls come from the whole dose curve; as a rule, active = well fitted curve in the direction sought with a large enough effect; inconclusive = small, poorly fitted or top-dose-only effect, or another doubt; inactive = no such curve, though single readings can be large; an effect the other way counts as inactive or inconclusive. Unless noted, % is set by controls: 0 for no effect and ±100 for the full control effect; potency is the fitted concentration of half-maximal effect. The list is partial; count on the stated rates, not on these rows.

SMILES	TDP1 cell CPT	FEN1 inhibitor	N370S GC
CCN(c1cccc(C)c1)S(=O)(=O)c1cccc(C(=O)O)c1	-1.8%	1.1%	-8.1%
O=C(CSc1nnc(-c2ccccc2)o1)N1CCCc2ccccc21	?	8.2%	.
O=C(Nc1ccccc1)Nc1nc(-c2ccc(Cl)cc2)cs1	?	0.5%	6.7%
Cc1ccc(CCNC(=O)CN2C(=O)COc3ccc(S(=O)(=O)N4CCCC4)cc32)cc1	-28.4%	2.6%	.
CCCCNCCOCCOc1ccccc1-c1ccccc1	23.1µM*	8.1%	2.8%
C=CCNC(=S)NNC(=O)c1ccc(=O)n(Cc2ccc(Cl)cc2Cl)c1	-15.4%	12.3%	-16.9%
COc1ccc(NC(=O)COc2ccc3c(C)cc(=O)oc3c2)cc1S(=O)(=O)N1CCCCC1	?	11.0%	?
CC(NC(=O)c1ccccc1F)c1nnc(SCC(=O)N2CCN(c3ccccc3)CC2)n1C (configuration not stated)	1.9%	3.4%	1.9%
C=CCNc1nnc(-c2ccncc2)s1	14.5%	11.6%	-14.4%
CCN(CC)CCn1c2c(c(SCC(=O)Nc3ccccc3Cl)nc1=O)CCC2	-1.5%	-4.3%	-20.1%
CCCC(C(=O)NC1CCCC1)N(C(=O)Cn1nnc(-c2ccc(C)o2)n1)C1CCCC1 (configuration not stated)	?	-5.8%	-4.2%
CCOC(=O)C(=Cc1ccc2c(c1)OCO2)c1ccccc1	-6.5%	?	.
CCc1ccc(OCC(=O)NC(NC(=S)Nc2ccccc2C)C(Cl)(Cl)Cl)cc1 (configuration not stated)	?	7.8%	5.8%
CCN1CCN(c2ccc(N3CCN(C(=O)c4ccc(Br)o4)CC3)nn2)CC1	?	-4.1%	2.8%
O=C(O)c1ccc2c(c1)C(=O)N(CCCCCCCN1C(=O)c3ccc(C(=O)O)cc3C1=O)C2=O	3.1%	-4.7%	-4.7%
CCCc1cc(=O)[nH]c(SCC(=O)CSc2nc(CCC)cc(=O)[nH]2)n1	?	5.6%	-12.7%
COc1ccccc1-n1c(CNC(=O)c2cccs2)n[nH]c1=S	4.1%	-1.1%	?
Cc1ccc(NC(=O)Cn2c(=O)n(CC3CCCO3)c(=O)c3ccccc32)cc1 (configuration not stated)	-26.4%	15.6%	.
Cc1cc(C)c2c(n1)nn1c(C)c(CCC(=O)Nc3cccc(C)c3C)c(C)nc21	7.31µM*	6.9%	.
Nc1ncnc2c1ncn2[C@@H]1O[C@H](CNCc2ccccc2OCC(=O)N2CCCCC2)[C@@H](O)[C@H]1O	-21.0%	16.8%	.
COc1ccc(/C=N/NC(N)=S)cc1OC(=O)c1cccc2ccccc12	14.6µM*	-15.1%	-11.1%
CC1=CC=CN2C1=NC(=O)CC2(C)C(=O)N(CC(=O)NC1CCCC1)c1cc(C)cc(C)c1 (configuration not stated)	-3.3%	-2.1%	16.1%
COc1ccc(C(CNC(=O)CN2C(=O)NC(C)(c3ccc4ccccc4c3)C2=O)N2CCCC2)cc1 (configuration not stated)	?	-2.4%	.
CS(=O)(=O)N(CC(=O)NCCSC1CCCCC1)c1cccc(F)c1	-10.9%	1.6%	9.7%
Cc1c(C(=O)N2CCN(Cc3ccccc3)CC2)sc2ncnc(N3CCOCC3)c12	?	2.8%	0.2%
CC(NS(=O)(=O)c1ccc(OCC(=O)NCc2ccncc2)cc1)c1ccccc1 (configuration not stated)	3.9%	5.3%	-5.1%
O=C(O)/C=C\C(=O)NCc1cccnc1	-3.2%	19.2%	-1.5%
Cc1cccc(N=Cc2[nH]c3ccc(Br)c(Cl)c3c2O)c1	25.9µM*	-18.5%	-0.4%
O=C(CN1CCOc2ccccc21)NCc1cccs1	-4.4%	-5.3%	-1.0%
COc1ccc(-c2cc(C(=O)NNC3=NCCC3)c3c(C)nn(-c4ccccc4)c3n2)cc1	?	0.6%	2.6%
COc1cc(C(=O)N[C@H](C(=O)NC2CCCCCC2)C(C)C)cc(OC)c1OC	-8.8%	-4.8%	-12.6%
CCN(CC)S(=O)(=O)c1ccc(N2CCOCC2)c(NS(=O)(=O)c2ccc(C)cc2)c1	-12.6%	-0.1%	7.1%
O=C(CCn1c(=O)oc2ccccc21)NCc1ccc2c(c1)OCO2	0.8%	9.8%	22.7%
Cc1c2cnn(CC(=O)Nc3cccc(C(F)(F)F)c3)c(=O)c2c(C)n1Cc1ccccc1F	-29.5%	3.8%	5.7%
C/C(=N\Nc1nc(N2CCCCCC2)nc(N2CCCCCC2)n1)c1ccccc1	?	5.8%	7.9%
COc1cccc(-c2ccc3nnc(SCC(=O)Nc4ccc(NC(C)=O)cc4)n3n2)c1	?	-27.0%	-14.2%
COc1ccc(OCC(=O)Nc2cc(-c3nn(C)c(=O)c4ccccc34)ccc2N2CCOCC2)cc1	?	-12.8%	-7.1%
CC(Cc1ccccc1)C(=O)NCc1ccncc1 (configuration not stated)	-26.5%	0.3%	-24.0%&-4.4%
O=C(NCc1cccc(C(F)(F)F)c1)C1CCC(=O)N(C2CCCCCC2)C1 (configuration not stated)	-2.2%	14.7%	-2.0%
CC(NC(=O)CN1CCN(Cc2ccc(Cl)cc2)C1=O)c1ccc2c(c1)OCCO2 (configuration not stated)	-21.8%	6.5%	8.8%
O=C1NC[C@H](Cc2ccccc2)N(C[C@H]2CCCN2C[C@H](Cc2ccccc2)N2C[C@H](Cc3ccc(O)cc3)N(CC3CCCCCC3)C(=O)C2=O)C1=O	?	12.2%	.
Cc1csc(NC(=O)C2=COCCO2)n1	-2.2%	-4.5%	-7.6%
COC(=O)c1cccc(C(=O)N2CCCC(C(=O)c3cccc(OC(C)C)c3)C2)c1 (configuration not stated)	?	-14.9%	0.7%
COc1ccccc1N1CCN(CC(=O)Nc2cc(F)ccc2C)CC1	?	-4.1%	-7.3%
Cc1csc2nc(COc3ccc(NC(=O)COc4ccccc4F)cc3)cc(=O)n12	?	10.1%	.
CC(C)NC(=O)Nc1cccc2c1O[C@H](CN(C)C(=O)Nc1ccccc1)[C@@H](C)CN([C@H](C)CO)C2=O	-9.4%	14.6%	.
CC1(C)SCC(C(=O)O)NC1=O (configuration not stated)	-0.4%	5.8%	9.6%
O=C(c1cc2ccc3cccnc3c2[nH]1)N1CCN(c2ccccc2)CC1	-0.2%	-23.1%	.
CC(=O)Nc1ccc(NC(=O)/C=C/c2ccc(Cl)cc2)cc1	-12.6%	-1.1%	7.7%
Cc1ccccc1Nc1c(-c2ccc(Br)o2)nc2ccc(Cl)cn12	?	21.7%	.
Cc1ccccc1-n1c(-c2ccc(Br)o2)n[nH]c1=S	-17.2%	23.3%	.
CCOC(=O)c1c(C)nc2c(c1-c1cc(OC)ccc1OC)C(=O)CC(C)(C)C2	-20.6%	13.3%	1.3%
Cc1ccc(NC(=O)CSCC(=O)Nc2ccccc2N2CCCC2)cc1	-29.4%	-1.0%	11.8%
Cc1ccc(C(=O)NNC(=O)c2cccnc2SCc2cccc([N+](=O)[O-])c2)cc1	-4.8%	0.0%	0.7%
C/C(=N\NC(=O)c1[nH]c2c([N+](=O)[O-])cc(C)cc2c1-c1ccccc1)c1cccnc1	25.9µM*	3.8%	-21.5%
CCc1ccc2c(c1)/C(=N/N(C)C(=S)NC)C(=O)N2	-4.6%	-10.3%	8.9%
Cc1c(C#N)c2ncnc(N)c2n1-c1ccccc1	-1.6%	-3.0%	8.9%
COC(=O)CSc1nc(C)cc(C)c1C#N	-4.8%	11.9%	-4.2%
CN(C)c1ccc(N/C=C/C(=O)c2ccc(F)cc2)cc1	?	0.6%	1.2%
Nc1ncnc2c1ncn2[C@@H]1O[C@H](CNC(=O)[C@H]2CCC(=O)N2)[C@@H](O)[C@H]1O	-1.2%	11.3%	.

Brought forward from above: 3 compounds, then new ones.
SMILES	TDP1 cell CPT	FEN1 inhibitor	N370S GC
COC(=O)CSc1nc(C)cc(C)c1C#N	-4.8%	11.9%	-4.2%
CN(C)c1ccc(N/C=C/C(=O)c2ccc(F)cc2)cc1	?	0.6%	1.2%
Nc1ncnc2c1ncn2[C@@H]1O[C@H](CNC(=O)[C@H]2CCC(=O)N2)[C@@H](O)[C@H]1O	-1.2%	11.3%	.
O=C(COc1ccc(/C=N/NC(=O)c2ccncc2)cc1)Nc1ccc([N+](=O)[O-])cc1	-13.4%	-13.9%	-4.9%
O=C(NCc1ccc(Cl)cc1)C(=O)NCC(c1ccco1)S(=O)(=O)c1cccs1 (configuration not stated)	?	11.1%	.
O=C(NC1CCCCCC1)c1ccc2c(c1)sc1nc(-c3ccc(F)cc3)cn12	?	16.3%	.
COc1cc(C(=O)Nc2nonc2-c2ccc(Cl)cc2)cc(OC)c1OC	?	-6.1%	.
O=C(NN1C(=O)CSC1=S)c1cccnc1	3.0%	2.0%	6.0%
O=C(CCC(=O)c1cccs1)NCc1ccc(F)cc1	-3.1%	-10.8%	0.1%
O=C(COc1ccccc1[N+](=O)[O-])N1CCCc2ccccc21	?	9.1%	-1.2%
NC(=O)C1(Nc2ccc(-c3ccc(Cl)cc3)cc2)CCCC1	16.4µM*	2.2%	.
Cc1noc(C)c1S(=O)(=O)Nc1ccc(C#N)cc1	-3.0%	-15.9%	-3.4%
O=C(O)C1CCC(CNS(=O)(=O)c2ccc(Br)cc2)CC1 (configuration not stated)	0.8%	2.3%	-5.3%
CCn1c(SCC(=O)NNC(=O)c2ccc(C)cc2)nnc1C(C)C	?	1.3%	0.2%
CN1C(=O)c2ccccc2OC1(C)Cc1ccccc1 (configuration not stated)	-17.3%	-8.3%	7.4%

Looked up one by one from the entries so far (three):
SMILES	TDP1 cell CPT	FEN1 inhibitor	N370S GC
CCn1c(SCC(=O)NNC(=O)c2ccc(C)cc2)nnc1C(C)C	?	1.3%	0.2%
O=C(CCC(=O)c1cccs1)NCc1ccc(F)cc1	-3.1%	-10.8%	0.1%
O=C(COc1ccccc1[N+](=O)[O-])N1CCCc2ccccc21	?	9.1%	-1.2%

Next compounds follow:
SMILES	TDP1 cell CPT	FEN1 inhibitor	N370S GC
COc1cccc(C(=O)OCC(=O)NCCC2=CCCCC2)c1	-15.9%	5.3%	.
O=C(NN1CCN(Cc2ccccc2Cl)CC1)c1ccc(Cl)cc1	?	12.6%	9.0%
CCc1ccc(NS(=O)(=O)c2cccc3nonc23)cc1	2.9%	-4.6%	0.1%
CC(C)OP(=O)(c1ccc(N(C)C)cc1)C(O)c1ccc(C(C)C)cc1 (configuration not stated)	-20.2%	13.0%	19.0%
COC(=O)c1cc(NC(=O)CCc2c(C)nc3c4c(C)cc(C)nc4nn3c2C)cc(C(=O)OC)c1	-9.0%	-4.9%	.
COc1ccc(-c2cc3ncc(C(=O)c4cc([N+](=O)[O-])ccc4O)cn3n2)cc1	-26.6%	-2.0%	.
COc1ccc(C(=O)NCCS(=O)(=O)N2CCc3ccccc3C2)cc1OC	-2.0%	2.1%	0.4%
COC(=O)c1ccc(CNC(=O)c2ccc3c(c2)NC(=O)CS3)cc1	-7.2%	0.3%	.
NS(=O)(=O)c1ccc(CCNC(=O)C2CCCCC2)cc1	-18.1%	3.6%	-0.9%
O=C(N/N=C\c1ccc(F)cc1)c1ccc(F)cc1	11.7%	2.5%	9.8%
O=C(Nc1ccnn1C1CCN(C(=O)CCc2ccc(F)cc2)CC1)C1CCOC1 (configuration not stated)	-0.1%	1.7%	-0.9%
COc1ccccc1C(=O)NCCc1nc2ccccc2n1C	0.6%	4.7%	-7.6%

Profiles, quoted from the list.
Shown for `O=C(Nc1ccnn1C1CCN(C(=O)CCc2ccc(F)cc2)CC1)C1CCOC1` (configuration not stated) = TDP1 cell CPT = -0.1%; FEN1 inhibitor = 1.7%; N370S GC = -0.9%
Shown for `COC(=O)c1cc(NC(=O)CCc2c(C)nc3c4c(C)cc(C)nc4nn3c2C)cc(C(=O)OC)c1` = TDP1 cell CPT = -9.0%; FEN1 inhibitor = -4.9%; N370S GC = .
Shown for `NS(=O)(=O)c1ccc(CCNC(=O)C2CCCCC2)cc1` = TDP1 cell CPT = -18.1%; FEN1 inhibitor = 3.6%; N370S GC = -0.9%

(list continues)
SMILES	TDP1 cell CPT	FEN1 inhibitor	N370S GC
OC(COc1cc(Cl)c(Cl)cc1Cl)CN1CCN(c2ncccn2)CC1 (configuration not stated)	18.4µM*	11.1%	?
CCOc1ccc(C(=O)n2cnnc2N)cc1	-2.3%	-11.3%	1.3%
N#Cc1ccc(C(=O)NN2C(=O)NC3(CCCCC3)C2=O)cc1	7.1%	4.8%	-3.2%
Cc1cc(C)cc(N(C(=O)Cn2nnc3ccccc32)C(C(=O)NCc2ccco2)c2ccncc2)c1 (configuration not stated)	-4.4%	-2.0%	10.4%
CCOC(=O)CC1C(=O)NCCN1S(=O)(=O)c1ccccc1 (configuration not stated)	19.7%	-14.5%	9.1%
Cc1ccc(C)c(S(=O)(=O)N2CCCOC2CNC(=O)C(=O)NCc2ccncc2)c1 (configuration not stated)	-1.3%	-13.9%	-3.9%
O=C(Nc1ccccc1C(=O)O)c1cc(S(=O)(=O)Nc2ccccc2)ccc1Cl	?	16.9%	12.4%
COCCCNC(=O)C(=O)Nc1c2c(nn1-c1cccc(Cl)c1)CSC2	?	2.0%	.
